TIM10 inh: growth inhibitors of TIM10 yeast strain; S. cerevisiae TIM10 strain growth, BacTiter-Glo luminescence, 24 h; inhibition, % at 10 µM; hit rate 1.4% among 330,000; AID 463195;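 active means inhibition of 40% or more at the single tested concentration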;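 further: wild-type TIM10 isogenic control strain grown at permissive 25 °C; 0% = DMSO yeast wells and 100% = minimal medium wells without yeast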
NALP3 yeast inh: NALP3 inhibition in yeast; Yeast reconstituted NLRP3/ASC/caspase-1, beta-gal luminescence, 24 h; inhibition, % at 10 µM; AID 2825; hit rate 0.39% among 330,000;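 active means inhibition of 50% or more; inactive means inhibition below 50%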;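 further: plate controls were induced DMSO wells for no effect and uninduced yeast grown without galactose for full effect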
hIAP block: blocks human intestinal alkaline phosphatase. purified IAP, CDP-Star luminescence, 30 min. inhibition, % at 10 µM. hit rate 0.12% among 330,000;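 active means inhibition reaching a set limit with compound at 10 µM in the primary screen, cut at about 35% in these data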;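 further: plate controls were DMSO wells with enzyme for no effect and no-enzyme buffer wells for full effect; values of inactives mirror those of a sister screen read the other way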
Target sequence (P09923 whole entry, looked up): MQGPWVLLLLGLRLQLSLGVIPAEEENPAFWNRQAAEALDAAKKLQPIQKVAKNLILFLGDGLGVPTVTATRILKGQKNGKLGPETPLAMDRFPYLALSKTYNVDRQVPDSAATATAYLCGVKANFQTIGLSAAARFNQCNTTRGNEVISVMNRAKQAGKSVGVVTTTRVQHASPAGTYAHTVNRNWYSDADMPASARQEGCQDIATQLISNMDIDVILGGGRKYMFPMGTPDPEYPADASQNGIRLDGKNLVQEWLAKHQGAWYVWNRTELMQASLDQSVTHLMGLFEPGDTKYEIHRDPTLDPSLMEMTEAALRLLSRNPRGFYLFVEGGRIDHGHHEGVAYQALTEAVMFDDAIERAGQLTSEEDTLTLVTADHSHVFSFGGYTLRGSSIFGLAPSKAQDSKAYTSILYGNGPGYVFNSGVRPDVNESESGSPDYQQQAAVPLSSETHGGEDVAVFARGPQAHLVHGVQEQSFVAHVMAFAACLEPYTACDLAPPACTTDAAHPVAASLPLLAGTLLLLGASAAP
mIAP inh: blocks mouse intestinal alkaline phosphatase | purified mouse IAP, CDP-Star luminescence, 30 min | inhibition, % at 10 µM | hit rate 0.2% among 330,000;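 active means inhibition of at least 40% at 10 µM in the primary screen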;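 further: plate controls were DMSO with enzyme for no effect and no enzyme wells for full effect; values of inactives mirror those of a sister screen read the other way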
A3G deaminase: blocks human APOBEC3G single-stranded DNA deamination. Q9HC16. recombinant A3G, ssDNA deamination FAM/TAMRA fluorescence. inhibition, % at 20 µM. hit rate 0.28% among 330,000. AID 493012;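 active means inhibition of at least 40% at 20 µM, with no more than 30% in the related APOBEC3A deaminase screen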;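 further: plate controls were DMSO wells with A3G for no effect and wells lacking A3G enzyme for full effect; some compounds called inactive have numbers as strong as hits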
Target sequence (Q9HC16 whole entry, looked up): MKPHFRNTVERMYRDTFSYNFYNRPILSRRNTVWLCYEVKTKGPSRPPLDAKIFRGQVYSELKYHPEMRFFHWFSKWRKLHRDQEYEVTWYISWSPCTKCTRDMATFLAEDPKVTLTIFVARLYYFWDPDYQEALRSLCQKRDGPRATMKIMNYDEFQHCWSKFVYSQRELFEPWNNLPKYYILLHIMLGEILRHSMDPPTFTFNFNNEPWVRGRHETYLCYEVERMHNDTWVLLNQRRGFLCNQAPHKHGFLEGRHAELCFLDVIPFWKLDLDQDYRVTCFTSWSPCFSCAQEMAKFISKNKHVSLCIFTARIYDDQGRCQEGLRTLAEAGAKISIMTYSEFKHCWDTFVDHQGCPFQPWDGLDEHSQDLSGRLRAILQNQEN
beta cell repl: MIN6 beta-cell proliferation induction; hit rate 0.29% among 330,000; MIN6 cells proliferation, ATPlite luminescence, 48 h; cells starved in 0.2% serum; 100% = growth in 10% serum; proliferation, % at 10 µM; AID 2380;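 active means compounds whose signal lies at least 3.5 SD above the mean of all wells on their plate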;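 further: 0% = DMSO-treated cells in low-serum medium and 100% = 10% serum control; some compounds called inactive have numbers as strong as hits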
A3A deaminase: blocks human APOBEC3A ssDNA deamination; hit rate 0.41% among 330,000; recombinant A3A, FAM/TAMRA ssDNA deamination fluorescence; inhibition, % at 20 µM; P31941; AID 493011;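 active means at least 40% inhibition at 20 µM here, with at most 30% in a related deaminase screen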;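 further: plate controls were A3A with DMSO for no effect and wells lacking A3A enzyme for full effect; some results filed as inactive read as strong as hits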
mIAP activ: increases mouse intestinal alkaline phosphatase activity; muIAP, CDP-Star luminescence, 30 min; hits give high values; 1 = vehicle-only enzyme signal, 0 = enzyme-free wells; activation factor at 10 µM; hit rate 0.24% among 330,000; AID 2805;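 active means activation factor of at least 2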; further: the source names both 10 and 20 µM as test concentration; values of inactives mirror those of a sister screen read the other way
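Assay system: mouse IAP enzyme; Reagent: CDP-Star chemiluminescent phosphatase substrate; Compound: DMSO-dissolved test compounds; Incubation: 30 min, room temperature; Technique: luminescence from enzymatic CDP-Star hydrolysis; Controls: DMSO-only wells and no-enzyme negative control.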
tim10-1 inh: tim10-1 yeast growth inhibition; S. cerevisiae tim10-1 ts strain growth, BacTiter-Glo, 24 h; inhibition, % at 20 µM; hit rate 2.2% among 330,000;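 active means inhibition of at least 40%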;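 further: mutant grown at 25 °C; 0% = DMSO wells with yeast and 100% = wells holding no yeast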
An asterisk follows results filed as active.

1: COc1ccc(CCNC(=O)C(=O)NCC2OCCN2C(=O)c2ccc(Cl)cc2)cc1OC (stereo not given)
2: O=C(CNC(=O)c1cccs1)Nc1ccc(N2CCOCC2)cc1
3: Cc1ccc2cc(C#N)c(N3CCCN(S(=O)(=O)c4ccccc4)CC3)nc2c1C
4: Cc1nc2nc(SCC(=O)c3ccc([N+](=O)[O-])cc3)[nH]c2cc1Br
5: CCn1c(-c2cc3ccccc3cc2O)n[nH]c1=S
6: CC(C)(C)OC(=O)N1CCC(c2c(C(=O)NC3CC3)cnn2-c2ccccc2)CC1
7: COC(=O)CNC(=O)C(NC(=O)c1ccc(Cl)cc1)C(C)C (stereo not given)
8: O=C(C1CCCCC1)N(Cc1nc2sc3c(c2c(=O)[nH]1)CCCC3)Cc1cccs1
9: C=CCc1ccc(OCC(O)CN2CCc3ccccc3C2)c(OC)c1 (stereo not given)
10: C=CCSc1nnc(NC(=O)c2ccc(N3CCCC3=O)cc2)s1

Compound	1	2	3	4	5	6	7	8	9	10
TIM10 inh	-1	-4	17	12	16	8	7	24	-11	12
NALP3 yeast inh	12	2	8	6	21	2	-9	10	35	14
hIAP block	-20	-4	7	11	-22	-18	-2	-6	-16	-12
mIAP inh	-5	10	6	24	10	-3	4	3	-3	11
A3G deaminase	1	-5	-7	-3	21	-3	-2	-4	-4	-5
beta cell repl	2	-3	-3	-2	0	-3	-3	-4	1	0
A3A deaminase	1	-6	-6	-1	-2	-1	7	0	-2	2
mIAP activ	1.1	0.9	0.94	0.76	0.9	1	0.96	0.97	1	0.89
tim10-1 inh	-9	9	21	6	31	4	10	21	-30	3

11: Cc1cc(N2CCN(c3ncccn3)CC2)nc2c(C)cccc12
12: Cc1ccc(Cl)cc1N1CCN(Cc2nnnn2C2CCCCC2)CC1
13: O=c1[nH]cnc2nn(-c3ccccc3)nc12
14: O=C(CSc1nnc2ccccn12)NCc1ccco1
15: CC(C)(C)OC(=O)N1CCC[C@H]1c1nnc(SCc2ccccc2)o1
16: COc1ccc(NC(=O)C2CCCN2C(=O)NC2CCCCC2)cc1 (stereo not given)
17: CCCn1c(C(O)c2ccc(OCC)cc2)nc2ccccc21 (stereo not given)
18: CCOC(=O)CCS(=O)(=O)c1ccc(-c2ccc(S(=O)(=O)CCC(=O)OCC)cc2)cc1
19: O=C(O)C1CCN(C(=O)COc2ccc3c4c(c(=O)oc3c2)CCCC4)CC1
20: O=C(N/N=C/c1ccccn1)c1cccc(NC(=O)c2ccccc2Cl)c1

Compound	11	12	13	14	15	16	17	18	19	20
TIM10 inh	15	23	-6	5	16	3	14	20	-5	19
NALP3 yeast inh	9	0	3	0	12	10	10	12	13	6
hIAP block	0	17	-15	2	-3	5	-6	17	-1	-24
mIAP inh	1	-6	-4	3	2	2	-4	9	2	17
A3G deaminase	-7	3	-6	-19	-7	-6	-8	-3	0	-8
beta cell repl	-1	-4	1	-2	-1	4	1	-3	3	-4
A3A deaminase	-2	-1	-5	-2	-2	-3	-5	1	2	0
mIAP activ	0.99	1.1	1	0.97	0.98	0.98	1	0.91	0.98	0.83
tim10-1 inh	18	40	12	-2	14	10	10	16	-15	13

21: CCCC[C@H]1COCCS(=O)(=O)N1Cc1cccc([N+](=O)[O-])c1
22: CC(=O)Nc1ccc(NC(=O)C2CCCN2/C=C/C(=O)C(F)(F)F)cc1 (stereo not given)
23: CC(C)(CNS(=O)(=O)c1ccc2ccccc2c1)N1CCOCC1
24: COc1ccc(N2CCN(Cc3cc(=O)c(OCC(=O)NC4CCCC4)co3)CC2)cc1
25: NNc1nc2sc3c(c2c(=O)n1C1CCCCC1)CCN(Cc1ccccc1)C3
26: NC(=O)C1C(c2ccccc2)=C1c1ccccc1
27: Cc1ccc(CNC(=O)[C@@H](NC(=O)Cc2ccccc2)C(C)C)cc1
28: Cc1ccn2c(CNCC3OCCc4ccccc43)c(C(=O)N3CCCCCC3)nc2c1 (stereo not given)
29: CCNC(=S)Nc1cc(-c2ccc(Cl)cc2)[nH]n1
30: Cc1ccc(/C=N/NC(=O)c2ccc(OC3CCCC3)cc2)o1

Compound	21	22	23	24	25	26	27	28	29	30
TIM10 inh	-3	11	-22	3	13	0	-7	18	7	19
NALP3 yeast inh	14	8	3	22	20	17	7	2	23	28
hIAP block	4	16	-4	1	-14	6	8	25	-24	-7
mIAP inh	11	-7	-4	7	4	-4	0	2	-35	2
A3G deaminase	8	-7	-10	-10	-7	-1	0	-6	23	-5
beta cell repl	-3	3	5	-3	-2	-1	0	5	2	2
A3A deaminase	4	2	-5	-2	-3	2	11	-5	1	-1
mIAP activ	0.89	1.1	1	0.93	0.96	1	1	0.98	1.4	0.98
tim10-1 inh	30	13	-20	-23	4	22	-4	19	7	12

31: Cc1ccccc1OCC(=O)OCC(=O)NCCNC(=O)COC(=O)COc1ccccc1C
32: Cc1ccc(/C=C/C(=O)NC(=S)N2CCN(c3ccc(F)cc3)CC2)cc1
33: Cc1ccc(NC(=O)c2c3c(nc4ccccc24)CCC3)cc1
34: Clc1ccc2c(c1)-c1nnc(Br)n1-c1ccccc1S2
35: COCCNC(=S)N/N=C/c1ccc(-c2ccc([N+](=O)[O-])cc2)o1
36: CCCCCN(C(=O)NC(=O)Nc1ccccc1OC)S(C)(=O)=O
37: COc1ccccc1CC(=O)NCCCc1ccccc1
38: CCSC1=NCCN1C(=O)C(C)(C)Oc1ccc(Cl)cc1
39: O=c1c2ccccc2c(/C=N/n2cnnc2)c(O)n1-c1ccccc1
40: CCN(CC)S(=O)(=O)c1ccc(N2CCCCC2)c(NC(=O)/C=C/c2ccc(OC)c(OC)c2)c1

Compound	31	32	33	34	35	36	37	38	39	40
TIM10 inh	2	7	-21	-3	-1	4	-7	21	-8	12
NALP3 yeast inh	8	-5	31	36	12	-10	16	-11	8	5
hIAP block	-8	-2	7	-23	1	9	14	10	-14	-2
mIAP inh	-11	1	13	-13	17	-1	3	10	-6	6
A3G deaminase	8	-13	-4	-8	-8	-4	-3	-9	1	0
beta cell repl	-1	-3	0	-2	2	-4	-2	-3	-2	-3
A3A deaminase	3	-4	4	-2	-5	-3	-1	5	3	2
mIAP activ	1.1	0.99	0.87	1.1	0.83	1	0.97	0.9	1.1	0.94
tim10-1 inh	10	6	-16	48*	18	6	3	35	-14	21

Entries listed so far that contain a thiophene ring, fused or not, in the order listed:
2: O=C(CNC(=O)c1cccs1)Nc1ccc(N2CCOCC2)cc1
8: O=C(C1CCCCC1)N(Cc1nc2sc3c(c2c(=O)[nH]1)CCCC3)Cc1cccs1
25: NNc1nc2sc3c(c2c(=O)n1C1CCCCC1)CCN(Cc1ccccc1)C3

Compound	2	8	25
TIM10 inh	-4	24	13
NALP3 yeast inh	2	10	20
hIAP block	-4	-6	-14
mIAP inh	10	3	4
A3G deaminase	-5	-4	-7
beta cell repl	-3	-4	-2
A3A deaminase	-6	0	-3
mIAP activ	0.9	0.97	0.96
tim10-1 inh	9	21	4

Remaining list, next part
41: CC1CN(CC(O)COc2ccc(C(=O)c3ccccc3)cc2)CC(C)O1 (stereo not given)
42: CCN(CC)S(=O)(=O)c1cc(C(=O)NC2CCCCC2)ccc1C
43: CCn1nc(NC(C)=O)c2cc3ccc(C)cc3nc21
44: NC(=O)c1ccc(NC(=O)C#Cc2ccccc2)cc1
45: CCN(CC(=O)Nc1ccc(OC)cc1)CC(=O)Nc1ccc2c(c1)OCO2
46: COc1ccc(C(=O)N2CCCN(C)CC2)c(OC)c1
47: COc1ccc2c(c1)CC/C(=C\c1ccc(OC)c(Cn3cccn3)c1)C2=O
48: CCC(=O)c1cccc2c1N=CC1=C(CC(C)(C)CC1=O)N2
49: O=C(CCNC(=O)c1ccc(Br)cc1)Nc1nccs1
50: COc1cc(C(=O)NC2=C(C#N)CCC2)cc(OC)c1OC

Compound	41	42	43	44	45	46	47	48	49	50
TIM10 inh	21	16	-3	25	-1	-6	6	25	-44	14
NALP3 yeast inh	8	-6	11	8	5	7	8	2	1	-4
hIAP block	-4	12	-5	-6	-10	-1	7	5	8	10
mIAP inh	5	-4	-3	-4	-13	4	14	4	-18	6
A3G deaminase	-2	-5	-3	27	-7	-2	-2	-4	-6	-2
beta cell repl	0	-4	0	-5	-4	-4	-5	-3	-3	0
A3A deaminase	0	-3	1	0	0	-3	0	-2	-6	-1
mIAP activ	0.95	1	1	1	1.1	0.96	0.86	0.96	1.2	0.94
tim10-1 inh	13	20	9	25	-4	3	23	22	-1	10

51: FC(F)(F)c1ccnc(NCc2ccco2)n1
52: COc1ccccc1CNC(=O)COC(=O)C1=COCCO1
53: CCOC(=O)C1CCCN(C(=O)COc2ccccc2F)C1 (stereo not given)
54: CCOc1ccc(NC2=NC(C)(C)N=C(N)N2)cc1
55: CC1=CCC(C(=O)N/N=C/c2cccs2)C(c2ccc(F)cc2)C1 (stereo not given)
56: COc1ccc(C(CNC(=O)c2cccnc2SC)N2CCOCC2)cc1 (stereo not given)
57: CCC(=O)c1cc2c(cc1NC(=O)C(C)C)OCCO2

Compound	51	52	53	54	55	56	57
TIM10 inh	25	3	10	-2	25	8	-9
NALP3 yeast inh	10	17	-10	21	0	10	16
hIAP block	5	3	2	15	-2	-14	19
mIAP inh	2	0	3	2	8	-7	7
A3G deaminase	-8	-2	-11	-4	-9	1	-5
beta cell repl	3	0	-3	-5	-5	0	0
A3A deaminase	-4	-1	-3	1	-3	2	-5
mIAP activ	0.98	1	0.97	0.98	0.92	1.1	0.93
tim10-1 inh	9	0	15	-4	27	0	4

Screening results deposited in PubChem by Sanford-Burnham Center for Chemical Genomics.
